Compound activity from PubChem.
XIAP antagonists = XIAP antagonists, biochemical, IAP family, fluorescence polarization (AID 1018) | E3 ubiquitin-protein ligase XIAP (Homo sapiens) | 200,000 tested, 0.007% active | XIAP BIR domain, fluorescence polarization peptide displacement; higher % means a stronger effect | displacement, % at 20 µM, or IC50 in µM where a hit was titrated; in the data active means displacement above about 50%; further: a part of the inactive calls stands beside numbers as strong as those of hits
RSV antiviral HEp-2 = RSV antiviral activity via CPE protection, HEp-2 cells, primary 10 µM value included (AID 2391); CPE inhibition, % at 10 µM, or IC50 in µM where a hit was titrated; HEp-2 cells, RSV-induced CPE inhibition; higher % means a stronger effect; 310,000 tested, 0.13% active; in the data active means a potency from the dose series; inconclusive means CPE inhibition mostly from about 23% at the one dose, without a potency; inactive means the rest, 99 in 100 with CPE inhibition below about 21%; further: strong numbers were not always called active
NS5 inhibitors = Dengue-2 NS5 methyltransferase inhibitors, primary screen, biochemical, confirmation dose response (AID 588689); Dengue-2 NS5 methyltransferase capping enzyme assay, biochemical; higher % means a stronger effect; 340,000 tested, 0.3% active; Genome polyprotein (Dengue virus type 2 (strain 16681-PDK53)); inhibition, % at 25 µM, or IC50 in µM where a hit was titrated; in the data active means a potency from the dose series; inconclusive means inhibition above about 29% without an active follow-up result
SV40 large T antigen = SV40 large T antigen inhibitors, biochemical (AID 1903); SV40 large T antigen ATPase/helicase inhibition assay; higher % means a stronger effect; inhibition, % at 20 µM; hits with a dose series show IC50 in µM; 310,000 tested, 0.39% active; in the data active means a potency from the dose series; inconclusive means inhibition mostly from about 32% at the one dose, without a potency; inactive means the rest, 99 in 100 with inhibition below about 32%; further: strong numbers were not always called active
AID2073 = inhibitors of Mint1-CaV2.2 protein interaction, biochemical, HTRF (AID 2073). Voltage-dependent N-type calcium channel subunit alpha-1B (Homo sapiens). HTRF protein-protein interaction, Mint1-CaV2.2; higher % means a stronger effect. one-dose inhibition, % at 20 µM; IC50 in µM for titrated hits. 290,000 tested, 0.19% active; in the data active means inhibition mostly above about 51%, no sharp cut-off; inconclusive means no clear call, values can overlap the other calls; inactive means mostly below about 53%; further: some results filed as inactive read as strong as hits
LYP phosphatase = inhibitors of LYP phosphatase, biochemical, fluorescence intensity, uHTS (AID 1779). Tyrosine-protein phosphatase non-receptor type 22 (Homo sapiens). recombinant LYP phosphatase, fluorescence intensity; higher % means a stronger effect. inhibition, % at 11.5 µM; hits with a dose series show IC50 in µM. 290,000 tested, 0.054% active; in the data active means inhibition above about 50%;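 further: plate controls were vehicle with enzyme for no effect and no enzyme for full effect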
MgcRacGAP inhibition = MgcRacGAP GTPase-activating activity inhibitors, confirmation, biochemical, ADP Hunter fluorescence; Rac GTPase-activating protein 1 (Homo sapiens); MgcRacGAP-stimulated Rac1 GTP hydrolysis, ADP Hunter fluorescence; higher % means a stronger effect; GST-tagged Rac1 F28L mutant substrate; inhibition, % at 30 µM; hits with a dose series show IC50 in µM; 340,000 tested, 0.6% active; AID 624330, 2012;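 active means first-screen hits whose inhibition reached a set limit at any dose in the follow-up dose series; inconclusive means inhibition above the set first-screen limit but never retested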;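 further: fluorescence reports GDP produced by GAP-driven GTP hydrolysis; strong numbers were not always called active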
SIAH1 antagonists = Siah-1 peptide-binding antagonists, primary screen, biochemical, fluorescence polarization, rhodamine-plectin, uHTS (AID 1817); displacement, % at 20 µM; hits with a dose series show IC50 in µM; 290,000 tested, 0.02% active; Siah-1 / rhodamine-plectin peptide fluorescence polarization; higher % means a stronger effect; E3 ubiquitin-protein ligase SIAH1 (Homo sapiens);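 active means displacement of at least 50% at 20 µM, with a fluorescence ratio check between 0.3 and a set limit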;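 further: plate controls were Siah plus tracer with DMSO for no effect and tracer alone without Siah for full effect; strong numbers were not always called active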
HIV peptide binding = inhibitors of HIV fusion peptide binding, primary screen, biochemical, uHTS, fluorescence dequenching (AID 1986). cell-free peptide binding, fluorescence dequenching, 30 min; higher % means a stronger effect. one-dose inhibition, % at 20 µM; IC50 in µM for titrated hits. 290,000 tested, 0.3% active; in the data active means inhibition mostly above about 52%, no sharp cut-off; inactive means mostly below about 76%; further: some results filed as inactive read as strong as hits
NS5 inhibitors pilot replicate = recorded beside NS5 inhibitors, whose call it bears; inhibition, %; measured here: pilot screen replicate inhibition
* marks the source's active call; other numbers are inactive results; ? = inconclusive; · = no result given.

SMILES | XIAP antagonists | RSV antiviral HEp-2 | NS5 inhibitors | SV40 large T antigen | AID2073 | LYP phosphatase | MgcRacGAP inhibition | SIAH1 antagonists | HIV peptide binding | others
Cc1nc(SCC(=O)c2ccccc2)c([N+](=O)[O-])[nH]1 | -3.8% | 0.5% | 0% | 18% | -15% | -2% | 2% | -3% | -4.8%
Cc1ccc(C(=O)/C=C/Nc2ccccc2C(N)=O)cc1 | -6.4% | 9.0% | -10% | 10% | 3% | -7% | 8% | 2% | -0.6%
O=C1CC(=O)N(Cc2cccs2)C(=O)N1 | -3.5% | 0.9% | -33% | 22% | -1% | 0% | 12% | 7% | 15%
CCOC(=O)Cc1csc(NC(=O)c2c(-c3ccccc3)noc2C)n1 | -3.2% | 0.1% | -1% | 2% | 2% | -2% | 7% | 0% | 2.4%
O=C(CNCCC1=CCCCC1)Nc1ccccc1N1CCCCC1 | -4.9% | 1.3% | -1% | 1% | -3% | 1% | 17% | -3% | -3.8%
CC(C)(C)c1ccc(C(=O)NCc2cccnc2)cc1 | -3.3% | 2.3% | -2% | -4% | 15% | -10% | 10% | -3% | 5.5%
Cc1ccc(NC(=S)N(CCCN2CCOCC2)Cc2ccco2)cc1Cl | -3.3% | 12% | 1% | 10% | -30% | 3% | 7% | 10% | 1.3%
O=C1NC(=O)c2cc(NC(=O)c3cccc4ccccc34)ccc21 | · | 1.5% | 2% | · | 0% | -13% | 2% | 8% | 0.6%
Clc1ccc(Cn2c(/C=C/c3ccco3)nc3ccccc32)cc1 | -4.0% | 16% | -14% | 0% | 64% | 7% | 7% | 14% | 58%*
N#Cc1sc2nc(C3CC3)cc(-c3ccccc3)c2c1N | -2.8% | 1.2% | 0% | 25% | 38% | -1% | 7% | 8% | -0.9%
O=S(=O)(c1ccc(N2CCCC2)cc1)C(F)(F)F | -5.2% | -0.1% | 4% | -1% | 12% | 4% | 1% | 2% | 4.1%
CCOC(=O)C1CCN(C(=O)c2ccccc2Oc2ccccc2)CC1 | -2.2% | 1.9% | -4% | 4% | -2% | 0% | 7% | -3% | 0.7%
CC1=NN(C(N)=S)C(C)(C)C1 | · | 0.9% | 3% | 1% | -14% | -4% | -6% | -3% | -0.9%
Cc1nc(NC(=O)COC(=O)CCS(=O)(=O)c2ccccc2Cl)c(Cl)cc1Cl | -5.1% | 0.6% | -1% | -27% | -6% | -12% | 4% | -5% | -2.1%
O=C(NC(=S)N1CCCC1)c1ccccc1Cl | · | 0.5% | 0% | 17% | -13% | -10% | 6% | 6% | 1.5%
Clc1ccc(-c2nnc3c4ccccc4nc(N4CCOCC4)n23)cc1Cl | -8.2% | 4.6% | -7% | 3% | 0% | 5% | 6% | 2% | 3.8% | NS5 inhibitors pilot replicate=-2.0
Cc1cc(=O)oc(C)c1C(=O)NCC1COc2ccccc2O1 (stereo not drawn) | -5.9% | 0.7% | -10% | 7% | -5% | 0% | 3% | -3% | 3.2%
NC(=O)C1(N2CCCCC2)CCN(C(=O)CSc2nc(C(F)(F)F)cc(=O)[nH]2)CC1 | -2.5% | 3.6% | -11% | 1% | 5% | -3% | 9% | 2% | 3.0%
Oc1ccc(C[C@@H]2CNCCN2CC2CCCCC2)cc1 | · | -2.4% | 5% | 10% | · | · | 9% | · | ·
O=C(O)COc1c(-c2ccc(Cl)cc2)oc2ccccc2c1=O | -3.0% | -0.6% | 1% | 9% | ? | 0% | 5% | 0% | 1.0%
CC(=O)Nc1ccc(NC(=O)C(C)OC(=O)CCCOc2ccc(Cl)c(C)c2)cc1 (stereo not drawn) | · | 2.0% | -10% | 4% | 6% | -8% | 7% | 2% | 0.6%
CCc1nc(Cl)c(C#N)c2c1CCCC2 | -6.8% | 9.7% | -5% | -1% | 2% | 0% | 5% | 4% | 2.0%
O=C(Nc1ccc(Cl)cc1)OCc1cn(-c2ccc(Cl)cc2)nn1 | -3.2% | 6.2% | 1% | 8% | -1% | -6% | 7% | 18% | 0.2%
O=c1c2ccccc2cnn1Cc1nnc(-c2cccs2)o1 | · | 8.8% | -1% | 0% | 5% | -11% | 5% | -5% | -0.8%
CC(c1nc2ccccc2c(=O)[nH]1)N1CCN(C)CC1 (stereo not drawn) | 1.5% | -0.1% | -2% | 0% | 0% | -5% | 4% | 0% | -1.7%

Further compounds
SMILES | XIAP antagonists | RSV antiviral HEp-2 | NS5 inhibitors | SV40 large T antigen | AID2073 | LYP phosphatase | MgcRacGAP inhibition | SIAH1 antagonists | HIV peptide binding | others
COC(=O)c1ccc(C2NC(=O)c3ccccc3O2)cc1 (stereo not drawn) | · | 4.1% | -5% | 13% | 7% | -5% | 12% | 5% | -2.3%
Cc1cc(C)n(C(=O)c2cccc([N+](=O)[O-])c2)n1 | · | 1.7% | -7% | 5% | 2% | -1% | 6% | 1% | -0.2%
Cc1ccc(NC(=O)c2ccc(S(=O)(=O)Nc3c(C)n(C)n(-c4ccccc4)c3=O)cc2)nc1 | · | 2.4% | -5% | 1% | · | · | 6% | · | ·
COC(=O)c1ccc2c(c1)NC(=O)C(N1CCOCC1)S2 (stereo not drawn) | -5.6% | -0.3% | 5% | -3% | 5% | 2% | 0% | 2% | 1.6%
O=C(Nc1nccs1)c1cc(N2CCOCC2)nc2ccccc12 | -6.2% | 0.4% | -9% | 5% | 16% | -5% | 9% | 0% | -2.2%
CC(C)(Oc1ccc(Cl)cc1)C(=O)OCn1nnc2ccccc2c1=O | -10% | 1.1% | 0% | 5% | 5% | 8% | 6% | -1% | -2.4%
CC(=O)Nc1ccc(S(=O)(=O)NCC(=O)OCC(=O)NC23CC4CC(CC(C4)C2)C3)cc1 | -1.8% | 2.0% | -1% | 27% | -3% | -6% | 3% | 5% | 1.8%
OC(CNCc1ccc2c(c1)OCO2)COc1ccc(F)cc1 (stereo not drawn) | · | -0.1% | 0% | 7% | 12% | -4% | 8% | -1% | 0.8%
CCN(CC)CCNC(=O)c1ccc(NC(=O)c2cc(-c3ccco3)nc3ccccc23)cc1 | · | -0.9% | 1% | 9% | 28% | -1% | 10% | -4% | -0.7%
CC(NS(=O)(=O)c1ccc(Br)cc1)C(=O)NCC1CCCO1 (stereo not drawn) | · | 3.6% | 11% | 3% | 12% | -13% | 0% | -2% | -0.7%
CCC(C)N1CC(=O)N2Cc3[nH]c4ccccc4c3C[C@H]2C1=O (stereo partly drawn) | · | 0.2% | -4% | 3% | 5% | -5% | -2% | 4% | 0.1%
Cc1ccc(Nc2nnc(SCC(=O)c3ccc(Br)s3)s2)c(C)c1 | -1.1% | 45% | -6% | 23% | 1% | 6% | 10% | 3% | 2.6%
c1cncc(-c2noc(-c3cccc4ccccc34)n2)c1 | -4.4% | 10% | -7% | -5% | -2% | -10% | 9% | -4% | -2.1%
CCCCC(CCC(=O)Nc1nccs1)C(=O)O (stereo not drawn) | -4.4% | 1.7% | -1% | 15% | -2% | -8% | 5% | 2% | 0.7% | NS5 inhibitors pilot replicate=-1.4
CCCNC(=O)C1CCN(S(=O)(=O)c2c(C)noc2/C=C\c2ccc(OC)cc2)CC1 | -3.9% | 3.5% | -4% | -1% | 6% | 1% | 1% | 6% | 1.2%
Cc1ccc(C)c2[nH]c(=O)c(CCNC(=O)c3ccc(S(=O)(=O)N(C)C)cc3)cc12 | -7.0% | -0.6% | -6% | 0% | 4% | -9% | 3% | 0% | 1.4%
COCCn1c(N)c(C(=S)NC(=O)c2cccs2)c(=O)[nH]c1=O | · | 0.2% | -13% | 14% | -20% | -6% | 6% | -2% | -1.2%
CSc1nc(=O)n2cccc(C)c2n1 | -0.9% | -0.3% | 0% | 2% | -4% | -3% | 0% | 4% | 3.1%
Cc1csc(NC(=O)CSc2nnc(-c3ccoc3C)n2CCc2ccccc2)n1 | -2.6% | 13% | -2% | 10% | -10% | -8% | 3% | -6% | 0.2%
Nc1nc(SCC(=O)c2cc3ccccc3o2)n[nH]1 | -12% | 4.3% | -9% | 10% | 2% | -8% | 14% | -3% | 0.2%
Cc1ccc(C23CC4CC(CC(C(=O)NC(C)C(=O)O)(C4)C2)C3)cc1 (stereo not drawn) | · | 1.4% | -1% | 0% | 5% | -6% | 8% | -3% | -0.6%
Cc1ccc(NC(=O)Cn2cnc([N+](=O)[O-])c2)cc1C | · | -0.4% | -10% | 16% | 12% | -10% | 10% | -3% | -0.5%
O=C(NCCc1ccccn1)c1n[nH]c(=O)c2ccccc12 | -6.1% | 2.5% | -1% | 13% | 0% | -7% | 5% | 3% | 0.9% | NS5 inhibitors pilot replicate=-0.9
CC/C(C)=N/NC(=S)NCc1ccco1 | -6.2% | 0.5% | -3% | 13% | -19% | -3% | 10% | 5% | 2.6%
Cc1ccc(C(=O)OC/C(O)=C(\C#N)c2nc3ccccc3[nH]2)cc1S(=O)(=O)N1CCOCC1 | -10% | 11% | -6% | 5% | 10% | -2% | 9% | -9% | 1.9%

Looked up by compound from above (two):
SMILES | XIAP antagonists | RSV antiviral HEp-2 | NS5 inhibitors | SV40 large T antigen | AID2073 | LYP phosphatase | MgcRacGAP inhibition | SIAH1 antagonists | HIV peptide binding | others
Cc1cc(C)n(C(=O)c2cccc([N+](=O)[O-])c2)n1 | · | 1.7% | -7% | 5% | 2% | -1% | 6% | 1% | -0.2%
c1cncc(-c2noc(-c3cccc4ccccc34)n2)c1 | -4.4% | 10% | -7% | -5% | -2% | -10% | 9% | -4% | -2.1%

(cont.)
SMILES | XIAP antagonists | RSV antiviral HEp-2 | NS5 inhibitors | SV40 large T antigen | AID2073 | LYP phosphatase | MgcRacGAP inhibition | SIAH1 antagonists | HIV peptide binding | others
Nn1c(-c2cccs2)nc2sc3c(c2c1=O)CCCC3 | -20% | 0.3% | 0% | 12% | 8% | -5% | 12% | 0% | -0.3%
Cc1cccc(NC(NC(=O)c2ccccc2[N+](=O)[O-])C(Cl)(Cl)Cl)c1 (stereo not drawn) | -3.2% | 0.0% | -3% | -1% | 2% | -6% | 7% | 7% | 0.2%
CC(C)(C)OC(=O)N[C@@H](Cc1ccccc1)C(=O)N1CCC(C(=O)NCC(=O)O)CC1 | · | 0.6% | -5% | 4% | 8% | -10% | 10% | 4% | 0.1%
CCOC(=O)CC1C(=O)NCCN1C(=O)NC1CCCCC1 (stereo not drawn) | -4.9% | -0.6% | -2% | 11% | 4% | -7% | 13% | -1% | -0.1%
CCN(CC)CCn1c2c(c(SCC(=O)Nc3nc4ccccc4s3)nc1=O)CCCC2 | · | -1.5% | -9% | 18% | · | · | 8% | · | ·
CC(Oc1ccccc1Cl)C(=O)N1CCCN(C)CC1 (stereo not drawn) | · | 0.3% | -8% | -1% | 5% | -8% | 10% | -2% | 0.0%
O=C(C1=C[C@H](c2ccc(C(F)(F)F)cc2)C[C@H](OCc2ccc(CO)cc2)O1)N1CCN(Cc2ccc3c(c2)OCO3)CC1 | -7.9% | 18% | -12% | 10% | 17% | 5% | 15% | -4% | -1.9%
